Bioassay records: PubChem BioAssay, Sanford-Burnham Center for Chemical Genomics
Hep lipid drop – hepatic lipid droplet formation modulation | 240,000 compounds, 0.4% hits | AML12 mouse hepatocytes, oleate lipid droplets, BODIPY imaging | inhibition, % at 6.5 µM;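 active = lipid droplet intensity inhibited by at least 50%, with more than 500 cells counted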
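Assay system: AML12 mouse liver cells | Compound: 6.5 µM single-point dosing | Schedule: Overnight exposure | Technique: Fluorescence imaging, 20x objective, two fields per well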
Hep lipid drop cells 6.5 µM – further read-out of Hep lipid drop, marked with its call; cell count; measured here: cell count, cytotoxicity flag;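 cells counted across two imaged fields per well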
Active calls of the source: *.

SMILES	Hep lipid drop	Hep lipid drop cells 6.5 µM
COc1ccc(CNC(=O)C2CCCN(C(=O)Nc3ccc(OC)cc3)C2)cc1 (configuration not stated)	-27.6	718
CCOC(=O)N1CCN(CCC(=O)c2ccc(Br)cc2)CC1	-2.7	790
O=C(c1cccc([N+](=O)[O-])c1)N1CCN(S(=O)(=O)N2CCCCC2)CC1	1.8	736
Cc1ccc(NC(=O)[C@@H](CC(C)C)NC(=O)[C@@H]2Cc3ccccc3CN2)cc1	25.7	774
Cc1c(C(=O)N(Cc2ccccc2)C(C)C)oc2ccc(S(=O)(=O)N3CCOCC3)cc12	-14.8	656
CCn1cc(CCC(=O)NC2CCCC2)c2ccccc21	-2.5	768
Cc1nnc2c(SC(C)C)nc3ccccc3n12	-5.1	846
COc1cc(C(=O)NCCNc2nc3cc(C)ccc3cc2C#N)cc(OC)c1OC	-25.8	801
CC(=O)c1sc(NC(=O)CCNC(=O)c2ccco2)nc1-c1ccccc1	0.6	617
O=C1[C@H]2[C@@H](c3ccc(F)cc3)N3C(=O)N(c4ccc(Br)cc4)C(=O)[C@@]3(Cc3ccccc3)[C@H]2C(=O)N1C1CCCCC1	-4.5	771
CC(C)Cn1c(N)c(C(=O)COC(=O)Cc2cccs2)c(=O)n(C)c1=O	-17.9	653
CC(C)Oc1ccc(C(=O)NC2CCN(Cc3ccccc3)CC2)cc1	4.7	808

Copied from the results shown, 4 compounds:
SMILES	Hep lipid drop	Hep lipid drop cells 6.5 µM
CCOC(=O)N1CCN(CCC(=O)c2ccc(Br)cc2)CC1	-2.7	790
O=C(c1cccc([N+](=O)[O-])c1)N1CCN(S(=O)(=O)N2CCCCC2)CC1	1.8	736
Cc1ccc(NC(=O)[C@@H](CC(C)C)NC(=O)[C@@H]2Cc3ccccc3CN2)cc1	25.7	774
Cc1c(C(=O)N(Cc2ccccc2)C(C)C)oc2ccc(S(=O)(=O)N3CCOCC3)cc12	-14.8	656

Later entries:
SMILES	Hep lipid drop	Hep lipid drop cells 6.5 µM
Cc1cc(=O)c(C(=O)O)nn1-c1ccccc1F	11.1	810
CCOc1cc(/C=C2\C(=N)N3N=C(N4CCCCC4)SC3=NC2=O)ccc1OC(=O)c1ccco1	-46.6	682
CN(C(=O)COC(=O)c1nc(Cl)ccc1Cl)c1ccccc1	-2.4	685
CCOC(=O)c1c(S(=O)(=O)Nc2cccc(Cl)c2)c(C)n(C)c1C	-0.6	725
O=C(NCc1ccc2c(c1)OCO2)C1CCCCC1	16.1	828
Cc1cc(C(=O)Nc2ccccc2C(=O)O)ccc1NC(=O)COc1cccc(C)c1C	-6.7	690
COc1ccc(-n2c(=S)[nH]c3cc(C(=O)N(C)Cc4ccccc4)ccc3c2=O)cc1	9.6	828
Cc1cccc(C(=O)OC(C)CN2CCCC2)c1 (configuration not stated)	-6.1	832
COc1ccc(C2N(C(=O)C(F)(F)F)C(C)CN2S(=O)(=O)c2ccc(C)cc2)cc1 (configuration not stated)	8.5	848
Cc1c(CCC(=O)N2CCC[C@H]2C(=O)O)c(=O)oc2cc3oc4c(c3cc12)CCCC4	-10.6	746
Fc1cccc(Cl)c1Cn1ncc2ccccc21	-7.2	807
CCOc1ccc(S(=O)(=O)Nc2cccc(C(=O)NCC(c3ccc(OC)cc3)N3CCOCC3)c2)cc1 (configuration not stated)	-5.8	680

Compound profiles (already shown). Order of values: Hep lipid drop, Hep lipid drop cells 6.5 µM
CC(=O)c1sc(NC(=O)CCNC(=O)c2ccco2)nc1-c1ccccc1 across the screens: 0.6, 617
Cc1cccc(C(=O)OC(C)CN2CCCC2)c1 (configuration not stated) across the screens: -6.1, 832

Later entries:
SMILES	Hep lipid drop	Hep lipid drop cells 6.5 µM
COc1ccc(N2CCN(C(=O)C3CCN(C(=O)c4cccc(Cl)c4)CC3)CC2)cc1	-6.9	781
O=C(NNC(=S)NC(=O)c1cccs1)c1ccc(O)cc1	-7.6	744
O=C(NCCCn1ccnc1)c1nc(Cn2ccc([N+](=O)[O-])n2)no1	0.3	739
COc1ccc(S(=O)(=O)Nc2cccc(SC)c2)cc1C(=O)N1CCOCC1	2.7	779
COc1cccc(N2CC(C(=O)Nc3nnc(SCCN4CCOCC4)s3)CC2=O)c1 (configuration not stated)	-4.1	842
Cc1cc2c(Nc3ccc(C(=O)O)cc3)ncnc2s1	1.1	827
COc1ccc(-c2nn(-c3ccccc3)cc2C(=O)NCC2CCCO2)cc1 (configuration not stated)	-43.5	683
CCC(C)NC(=O)c1ccc(CSCc2ccccc2Cl)o1 (configuration not stated)	-38.4	798
CCN(CC(=O)Nc1c(F)cccc1F)C(=O)C1(c2ccccc2)CC1	-4.2	649
CCCCNC(=O)N(O)C1N(/N=C/c2ccccc2F)C(=S)SC1(C)C (configuration not stated)	18.1	419
O=c1[nH]c(C2CCCN(S(=O)(=O)c3cccc(Cl)c3)C2)nc2c1nnn2Cc1ccc2c(c1)OCCO2 (configuration not stated)	-15.9	747
O=C(Nc1nnc(SCC(=O)N2CCCCC2)s1)c1ccc(F)cc1F	-3.9	721
CCN(CC(=O)Nc1ccccc1C(F)(F)F)C(=O)Cc1ccccc1	-29.1	742
O=C(Cc1cccc2ccccc12)Nc1c(F)cccc1F	55.0*	844*
COCCCn1c(=O)c2sccc2n2c(CCCC(=O)NCc3ccccc3OC)nnc12	24.3	726
O=C1Nc2cc(C(=O)NCCCN3CCOCC3)ccc2S/C1=C/c1ccccc1F	21.0	665
COc1cc(C2CC(c3c(C)cc(C)[nH]c3=O)=NN2c2ccccc2F)cc(OC)c1OC (configuration not stated)	4.1	815
Cc1cc(OC(=O)c2cc([N+](=O)[O-])ccc2Cl)c([N+](=O)[O-])c(=O)[nH]1	11.8	817
COC(=O)C(C)Oc1ccc2c(c1)O/C(=C\c1ccco1)C2=O (configuration not stated)	-4.0	793
Cn1c(=O)[nH]c(=O)c2c1nc(N1CCNCC1)n2Cc1ccccc1Cl	-17.9	860
O=C(COc1cc2oc(=O)c3c(c2cc1Cl)CCC3)Nc1ccccn1	-7.8	692
COc1ccc(C(=O)NC2CC2)cc1OC1CCN(Cc2ccccc2F)CC1	-0.6	879
CC(CCc1ccccc1)NS(=O)(=O)c1ccccc1Cl (configuration not stated)	0.6	805
CC(NC(=O)Nc1cccc([N+](=O)[O-])c1)c1ccc2c(c1)OCO2 (configuration not stated)	-8.0	801
O=C(CNC(=O)C1CCCCC1)NCc1ccco1	15.8	870
CCOP(=O)(OCC)C(NC(=O)NS(=O)(=O)c1ccc(C)cc1)c1ccccc1 (configuration not stated)	8.1	767
CCS(=O)(=O)c1nc(S(=O)(=O)c2ccc(C)cc2)c(NCCCN2CCCC2=O)s1	9.0	779
Cc1ccc(S(=O)(=O)N2CCC(C(=O)NC3CC(C)(C)NC(C)(C)C3)CC2)cc1	27.3	738
Cc1cc(Cl)ccc1N(CC(=O)NCc1ccccc1)S(C)(=O)=O	-8.4	803
CCN1CCN(C(=O)CCc2nnc(CCc3ccccc3OC)o2)[C@@H](C)C1=O	14.9	679
COc1cccc2oc3cc(C#CC4(O)CCCCC4)ccc3c(=O)c12	-8.0	698
O=C1C(=O)N(CCN2CCOCC2)C(c2cccc(Cl)c2)/C1=C(/O)c1ccc2c(c1)OCO2 (configuration not stated)	-11.7	798
COc1cccc(/C=C2\SC(=S)N(NS(=O)(=O)c3ccccc3)C2=O)c1OC	-6.1	827
CC1Oc2ccccc2C(=O)N(CC(=O)c2ccc3c(c2)OCCO3)C1=O (configuration not stated)	0.7	739
CCCCNC(=O)Cn1c(=O)c2c(ncn2CCC(C)C)n(Cc2ccccc2)c1=O	-32.1	623
CCc1ccc(CNC(=O)C2Cc3cc(S(=O)(=O)N4CCCC4)ccc3N2C(C)=O)cc1 (configuration not stated)	0.8	708

Looked up one by one from the entries so far (3):
SMILES	Hep lipid drop	Hep lipid drop cells 6.5 µM
Cc1ccc(S(=O)(=O)N2CCC(C(=O)NC3CC(C)(C)NC(C)(C)C3)CC2)cc1	27.3	738
COc1cccc2oc3cc(C#CC4(O)CCCCC4)ccc3c(=O)c12	-8.0	698
CC1Oc2ccccc2C(=O)N(CC(=O)c2ccc3c(c2)OCCO3)C1=O (configuration not stated)	0.7	739

(cont.)
SMILES	Hep lipid drop	Hep lipid drop cells 6.5 µM
Cc1cc(NC(=O)CCC(=O)N(Cc2ccco2)C2(C(=O)NC3CCCC3)CCCCC2)no1	16.9	728
O=[N+]([O-])c1ccc(CNc2cccc(F)c2)s1	-4.1	811
COc1ccc(C(C(=O)NC(C)(C)C)N(C(=O)CCC(=O)Nc2cc(C)on2)c2cccc(F)c2)cc1 (configuration not stated)	-14.1	753
COc1cccc(NC(=O)CSc2nc3ccccc3c(=O)n2C)c1	-37.6	854
CC(=O)NCc1ccc(S(=O)(=O)N2CCN(c3ccccn3)CC2)cc1	-4.6	703
CCCc1cc(=O)oc2cc(OCC(=O)N3CCN(C(=O)C4COc5ccccc5O4)CC3)ccc12 (configuration not stated)	-11.5	633
O=C1CSC(=Nc2ccc(F)cc2)N1	-6.1	789
O=C(NCc1ccccc1)C(c1ccncc1)N(C(=O)c1ccccn1)c1ccccc1 (configuration not stated)	-13.1	710
O=C(Nc1c[nH]c(=O)[nH]c1=O)c1cccc(F)c1	-5.5	808
Cc1ccc(CNS(=O)(=O)c2ccc(-c3cnc(C4CC4)o3)cc2)cc1	13.8	728
COc1ccccc1CC(NC(C)=O)C(=O)NC1CCN(C(=O)c2ccc(C)cc2)CC1 (configuration not stated)	12.8	791
C/C(=N\NC(=O)c1cc(C)nc2ccc(C)cc12)c1ccncc1	-16.7	802
CC(C)(C)CC(=O)Nc1cc2c3c(c1)CCC(=O)N3CCC2	-0.5	776
CC1CCC(NC(=O)CCn2ccc3cc(S(=O)(=O)N4CCCC4)ccc32)CC1 (configuration not stated)	-1.4	734
C=CCN=C1N[C@@H](c2ccccc2)C(C(=O)OC)=C(C)N1CC	-2.6	751
COc1ccccc1OCC(=O)Nc1ccc2c(c1)OCCO2	-2.1	808
CC(=O)Nc1ccc(NC(=O)C(C)OC(=O)CCN=C2NS(=O)(=O)c3ccccc32)cc1 (configuration not stated)	-10.4	642
CCCNc1c(NC(=O)c2ccc3c(c2)OCO3)c(=O)oc2ccccc12	-16.2	690
Cc1cc(OCC(O)CN(C)C(=O)C(C)Oc2ccccc2)ccc1Cl (configuration not stated)	-37.4	829
O=C(NCc1ccncc1)C1CCN(C(=O)c2cccc(Cl)c2)CC1	10.3	725
CCCN(CC1CCCO1)C(=O)CCc1nnc(CCc2ccc(OC)cc2)o1 (configuration not stated)	3.7	695
Cc1ccc(N(C(=O)c2snc(C(N)=O)c2N)C(C(=O)NCc2ccccc2)c2ccncc2)c(C)c1 (configuration not stated)	-9.0	819
O=C(NCCN1CCCCC1)Nc1ccccc1Cl	13.5	808
COc1ccc(-n2c(=S)[nH]c3cc(C(=O)Nc4ccc(F)cc4)ccc3c2=O)c(OC)c1	-5.2	706
O=C(Cc1ccc(F)cc1)Nc1nccs1	-0.1	824
COc1ccc(-c2noc(N3CCCC(C(=O)Nc4cc(F)ccc4F)C3)n2)cc1 (configuration not stated)	8.6	741
CN1CCc2ccc(NC(=O)c3ccc(C(F)(F)F)cc3)cc2C1	-2.2	750
O=c1[nH]c(-[n+]2ccc3ccccc3c2)c(/C=N/N=C(\[O-])c2ccccc2)s1	-8.4	733
COc1ccc2[nH]c3c(=O)n(N)c(=O)[nH]c3c2c1	-21.6	883
O=C(CCCC1=NS(=O)(=O)c2ccccc2N1)NCCc1ccc(Cl)cc1	5.0	687
O=S(=O)(NCc1ccccc1)c1ccc(-n2cccn2)cc1	29.9	779
Cc1occc1C(=O)NNS(=O)(=O)c1ccc([N+](=O)[O-])cc1	7.9	674
COc1ccccc1N(C(=O)CNC(=O)c1ccco1)C(C(=O)NC1CCCC1)c1ccco1 (configuration not stated)	2.5	764
COc1ccc(N(CC(=O)NC2CC3CCC2C3)S(=O)(=O)c2ccccc2)cc1Cl (configuration not stated)	-3.9	681
C=C(C)Cn1c(N)cc(=O)nc1SCC(=O)Nc1cccc(C(F)(F)F)c1	7.0	812
CCN(CC)CCCNC(=O)c1cn(C)c(=O)c2c1c1ccccc1n2C	-2.3	864
COc1ccccc1NC(=O)N1CCC(NC(=O)C(Cc2ccccc2F)NC(C)=O)CC1 (configuration not stated)	-17.0	786
CC(=O)c1cccc(CN(C)CC2CCCN(CCc3ccccc3C)C2)c1 (configuration not stated)	-15.4	809
CC(=O)Nc1c(-c2ccc3ccccc3c2)nc2ccccn12	11.1	401
O=C(c1ccco1)N1CCN(Cc2nnnn2C2CCCCC2)CC1	-8.3	796
CCOc1ccc2nc(N3CCCC(C(=O)NCCCN4C(C)CCCC4C)C3)sc2c1 (configuration not stated)	-15.8	681
COc1ccc(Nc2ccc([N+](=O)[O-])cn2)cn1	3.0	839
O=C(CCS(=O)(=O)c1cc2c(cc1Cl)NC(=O)CO2)NCc1ccc(F)cc1	-13.7	778
Cc1cc(N2CCN(c3ccc(C(F)(F)F)cc3[N+](=O)[O-])CC2)c2ccccc2n1	-1.2	795
O=C(CSCc1ccccc1)NCCc1ccc(F)cc1	1.1	778
CC1CCN(S(=O)(=O)c2ccc3c(c2)N(CC(=O)NCCCN2CCCC(C)C2)C(=O)CO3)CC1 (configuration not stated)	-3.6	716
COC(=O)c1ccc(CSc2nc3ccccc3c(=O)n2N)cc1	-26.1	793
Cc1ccc(C(=O)NCCc2nnc3ccc(NCCCN4CCOCC4)nn23)cc1	-2.5	875
COc1cc2c(cc1OC)C(C(=O)NC(C)c1ccccc1)CC(=O)N2 (configuration not stated)	3.2	839
C/C(=N/NC(=O)CNS(=O)(=O)c1ccccc1)c1ccc(Br)cc1	-0.7	739
CC1CC(C)CN(C(=O)c2ccc(S(=O)(=O)N3CC(C)CC(C)C3)cc2)C1 (configuration not stated)	24.3	724
COc1ccc(NC(=O)C(OC(=O)c2cnccn2)c2ccccc2)cc1Cl (configuration not stated)	-5.7	656
O=C1CSC(=S)N1c1ccc(Cl)c(Cl)c1	6.5	810

Only part of the results is shown; the hit share may differ from the screen's.
